Screens from PubChem.
M. tuberculosis HTS = M. tuberculosis growth inhibition, HTS (AID 449762); hit rate 0.59% among 330,000; inhibition, % at 25 µM; hits with a dose series show IC50 in µM; M. tuberculosis H37Rv growth inhibition, 7H9 media; higher % means a stronger effect; in the data active = a potency from the dose series; inconclusive = inhibition above about 70% without an active follow-up result;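 also: bacterial growth assessed after seven days of incubation; strong numbers were not always called active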
PhoP GFP inhibition = PhoP regulon inhibitors, Salmonella typhi PhoP promoter GFP reporter, confirmatory (AID 1850); Salmonella Typhi PhoP-promoter GFP reporter, fluorescence, 4 h; higher % means a stronger effect; inhibition, % at 50 µM; hits with a dose series show IC50 in µM; hit rate 0.33% among 310,000; in the data active = a potency from the dose series; inconclusive = inhibition mostly from about 25% at the one dose, without a potency; inactive = the rest, 99 in 100 with inhibition below about 19%;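 also: 0% = induced wells with vehicle and 100% = uninduced wells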
tuberculosis growth = growth inhibition of non-replicating M. tuberculosis (AID 488890). Mycobacterium tuberculosis non-replicating, growth inhibition; higher % means a stronger effect. one-dose inhibition, % at 25 µM; IC50 in µM for titrated hits. hit rate 0.39% among 320,000; in the data active = a potency from the dose series; inconclusive = inhibition mostly from about 82% at the one dose, without a potency; inactive = the rest, 99 in 100 with inhibition below about 76%;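 also: plate controls were DMSO cells for no effect and high antibiotic wells for full effect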
VEEV TC-83 Vero = inhibitors of VEEV TC-83 cytopathic effect, confirmation, Vero cells (AID 588727); inhibition, % at 20 µM, or IC50 in µM where a hit was titrated; hit rate 0.13% among 350,000; Vero cells, VEEV TC-83 cytopathic effect inhibition; higher % means a stronger effect; in the data active = a potency from the dose series; inconclusive = inhibition mostly from about 14% at the one dose, without a potency; inactive = the rest, 99 in 100 with inhibition below about 12%; also: strong numbers were not always called active
H1N1 NS1A inhibition = H1N1 influenza NS1A inhibitors, functional cell based assay (AID 504329); NS1A functional cell-based assay, percent inhibition; higher % means a stronger effect; one-dose inhibition, % at 12.5 µM; IC50 in µM for titrated hits; hit rate 0.3% among 340,000; in the data active = a potency from the dose series; inconclusive = inhibition above about 27% without an active follow-up result; also: strong numbers were not always called active
VEEV TC-83 Vero 10K pilot screen = also measured in VEEV TC-83 Vero; calls as there; inhibition, %; measured here: 10K pilot screen inhibition
The depositor's hits bear a star; i = inactive; ? = inconclusive; / = no result given; & = joins results of further samples.

SMILES	M. tuberculosis HTS	PhoP GFP inhibition	tuberculosis growth	VEEV TC-83 Vero	H1N1 NS1A inhibition	others
CCOC(=O)C(C(=O)Nc1cccc(C)n1)C1CCCCC1 (stereo not given)	-4%	6%	5%	0.2%	-11%
CN(C)c1ccc(/C=N/NC(=O)c2ccc(Cl)cc2)cc1	6%	-5%	2%	0.8%	3%
O=C1[C@H]2[C@@H](c3ccc(F)cc3)N3C(=O)N(c4ccccc4)C(=O)[C@@]3(Cc3ccccc3)[C@H]2C(=O)N1C1CCCCC1	-5%	-30%	54%	i	-3%	VEEV TC-83 Vero 10K pilot screen=1.2
CCC(NC(=O)CCC(=O)N1CCN(S(=O)(=O)c2ccc(C)cc2)CC1)c1ccc(C)cc1 (stereo not given)	-9%	/	20%	6.7%	5%
c1ccc(CSc2nnc(Cc3ccccc3)o2)cc1	3%	1%	77%	1.5%	-10%
CC1(C)CC(=O)C=C(Nc2ccccn2)C1	-9%	8%	7%	2.3%	0%
Cc1cc(CN(C)C(=O)CC2C(=O)NCCN2Cc2c(F)cccc2Cl)n[nH]1 (stereo not given)	-3%	5%	-12%	1.1%	-2%
O=C(Nc1ccccc1)c1cccc(S(=O)(=O)Nc2ccccn2)c1	-6%	-12%	-11%	0.6%	-7%
CCOc1ccc(S(=O)(=O)NCc2ccc3c(c2)OCO3)cc1C(=O)O	-2%	-15%	-11%	i	-2%
CC(=O)Nc1sc(N/N=C\c2cccc(Cl)c2)nc1-c1cccs1	/	-3%	63%	0.7%	-3%
Cc1cc(C)nc(SCc2cc(=O)c(OC(=O)c3ccco3)co2)n1	-1%	-5%	6%	1.8%	-1%
Cc1cc(=S)[nH]c2ccccc12	-8%	-4%	41%	7.2%	-3%
COc1ccc(NC(=O)c2c(OC)cccc2OC)c(OC)c1	?	-7%	?	1.3%	15%
CCOC(=O)c1cc(-c2ccccc2)sc1NC(=O)C(C)OC(=O)c1cccnc1Cl (stereo not given)	7%	-4%	-1%	2.8%	-9%
Cc1ccc(NCc2nnc(SCC(=O)O)n2Cc2ccccc2)cc1Cl	-3%	-3%	28%	1.4%	/
COc1ccc(CS(=O)(=O)c2nc(C)cc(C)c2S(C)(=O)=O)cc1	-2%	-5%	1%	7.5%	-18%
COc1ccccc1NC(=O)c1ccc([N+](=O)[O-])o1	?	2%	1.1µM*	?	/
COc1ccc(Nc2nc(-c3ccc(OC)cc3)c(CCC(=O)O)s2)cc1	26%	15%	14%	6.0%	11%
O=C(COC(=O)c1cccc(Cl)c1)Nc1ccc2[nH]c(=O)[nH]c2c1	-2%	-13%	-5%	2.2%	-3%
CCOc1ccccc1NC(=O)c1ccc(NC(=O)c2ccco2)cc1	53%	-2%	26%	9.3%	4%

A stretch from further up, as a working copy:
SMILES	M. tuberculosis HTS	PhoP GFP inhibition	tuberculosis growth	VEEV TC-83 Vero	H1N1 NS1A inhibition	others
c1ccc(CSc2nnc(Cc3ccccc3)o2)cc1	3%	1%	77%	1.5%	-10%
CC1(C)CC(=O)C=C(Nc2ccccn2)C1	-9%	8%	7%	2.3%	0%

More entries
SMILES	M. tuberculosis HTS	PhoP GFP inhibition	tuberculosis growth	VEEV TC-83 Vero	H1N1 NS1A inhibition	others
O=C(NN=C1CCCC1)c1n[nH]c2c1CCC2	0%	4%	-5%	i	-9%
COc1ccc(NC(=O)CN2CC=C(c3ccccc3)CC2)cc1S(=O)(=O)N1CCOCC1	3%	0%	7%	4.2%	9%
Cc1cccc(NC(=O)N2CCC(NC(=O)c3ccccc3C)CC2)c1	-1%	2%	-15%	2.1%	-5%
c1ccc(-c2ncnc3nc4n(c23)CCC4)cc1	-5%	-6%	-2%	3.0%	6%
Oc1cc(Cc2ccccc2)cnc1CN1CCCCC1	1%	4%	2%	2.5%	-2%
Cc1nccn1-c1ccc(C(F)(F)F)cc1[N+](=O)[O-]	0%	0%	-11%	2.0%	2%
CN(C)S(=O)(=O)c1ccc(N2CCCC2)c(C(=O)Nc2ccc(F)cc2F)c1	-2%	10%	21%	1.1%	-6%
COc1ccc(C(=O)C2CCCN(C(=O)c3ccoc3C)C2)cc1F (stereo not given)	1%	-2%	3%	i	10%
Cc1ccc(C(=O)O)c(NC=O)c1OCc1ccccc1	/	/	/	i	-1%
COc1ccc(-c2noc(CCC(=O)N3CCN(c4cccc(OC)c4)CC3)n2)cc1	/	/	/	10%	-4%
NC(=O)CSc1nc2cc([N+](=O)[O-])ccc2n1-c1cccc(C(F)(F)F)c1	-9%	-4%	23%	i	-1%
CCOC(=O)N1CCN(C(=O)c2cc3cc(C)ccc3[nH]2)CC1	2%	-4%	-1%	i	-8%
O=C(Oc1cccc(Br)c1)c1cccnc1	-1%	-4%	36%	5.2%	6%
O=C(c1ccc2c(=O)n3c(nc2c1)CCCCC3)N1CCN(c2ccc(F)cc2)CC1	1%	-4%	8%	1.0%	10%
CCOC(=O)NC(=O)COC(=O)c1ccc(Sc2ncn[nH]2)c([N+](=O)[O-])c1	7%	-14%	11%	0.4%	2%
O=c1c(F)cn(C2CCCO2)c(=O)n1Cc1c(F)cccc1Cl (stereo not given)	-3%	-8%	9%	i	-1%
COc1ccc(-c2nc(C)ncc2-c2ccc(Cl)cc2)c(O)c1	11%	10%	22%	10%	22%
N#CCC(=O)Nc1ccc(C(=O)OCC(=O)N2CCN(C(=O)c3ccco3)CC2)cc1	-8%	/	2%	i	-1%
CN(CC(=O)Nc1cccc(F)c1)C(=O)/C=C/c1cc(Br)ccc1OC(F)F	34%	6%	-14%	5.1%	-6%
COc1ccc(C2NC(=O)NC(C)=C2[N+](=O)[O-])cc1 (stereo not given)	1%	-2%	-12%	1.0%	-1%

Three structures already listed, sorted by molar mass, ascending.
SMILES	M. tuberculosis HTS	PhoP GFP inhibition	tuberculosis growth	VEEV TC-83 Vero	H1N1 NS1A inhibition	others
O=C(Oc1cccc(Br)c1)c1cccnc1	-1%	-4%	36%	5.2%	6%
Cc1ccc(C(=O)O)c(NC=O)c1OCc1ccccc1	/	/	/	i	-1%
N#CCC(=O)Nc1ccc(C(=O)OCC(=O)N2CCN(C(=O)c3ccco3)CC2)cc1	-8%	/	2%	i	-1%

(continued)
SMILES	M. tuberculosis HTS	PhoP GFP inhibition	tuberculosis growth	VEEV TC-83 Vero	H1N1 NS1A inhibition	others
Cc1ccc(CC(=O)Nc2cc(C)ccn2)cc1	4%	3%	-5%	0.0%	-1%
CCCn1nnc(NC(=O)c2cccc(OCC(C)C)c2)n1	-3%	0%	-10%	2.3%	-5%
NS(=O)(=O)c1ccc(CCNC(=O)c2ccc(Cl)s2)cc1	-9%	-6%	-3%	6.0%	-10%
Cc1cc(C(F)F)n2nc(C(=O)Nc3cccc(S(=O)(=O)N4CCOCC4)c3)nc2n1	-5%	-9%	-7%	7.3%	21%
Cc1cc(C)c2nc(N3CCCN(C(=O)c4cnccn4)CC3)c(C#N)cc2c1	?	2%	-4%	i	-10%
CCN(CC)c1ccc2cc(C(=O)Nc3ccccn3)c(=O)oc2c1	-7%	-1%	-7%	1.6%	-17%
CCc1nc(SCc2cccnc2)c(C#N)cc1C	-3%	-3%	11%	i	-1%
CN(Cc1cnc2nc(N)nc(N)c2n1)c1ccc(C(=O)NC(CCC(=O)O)C(=O)O)cc1C(F)(F)F (stereo not given)	/	/	/	5.8%	-7%
COc1cc(/C=C2\CCCc3c2nc2ccccc2c3C(=O)O)cc(Cl)c1O	7%	8%	-2%	0.4%	13%
COc1ccccc1CCC(=O)N1CCC(n2nccc2NC(=O)CC(C)C)CC1	-4%	-14%	5%	0.2%	-8%
Cc1c(NC(=O)Nc2ccccc2)c(=O)n(-c2ccccc2)n1C	0%	4%	-2%	i	-1%
CC(NC(=O)CNC(=O)c1sc2ccccc2c1Cl)c1cccnc1 (stereo not given)	-1%	-1%	-8%	5.2%	-6%
Cc1nnnn1/C(=C\c1ccccc1)C(=O)OCC(=O)NC(C)(C)C	0%	15%	-7%	0.0%	-2%	VEEV TC-83 Vero 10K pilot screen=2.5
CCOC(=O)N1CCN(C(=O)COc2ccc3c(c2)C(=O)CC2(CCN(C(C)=O)CC2)O3)CC1	0%	2%&-7%	-5%	3.5%	22%
O=C(Nc1ccsc1C(=O)O)c1cccc(C(F)(F)F)c1	-4%	-7%	28%	0.1%	-24%
Cc1ccc(C(=O)Nc2ccc(C(=O)N/N=C/c3ccncc3)cc2)cc1	0%	3%	-2%	/	/
CCn1c2ccccc2c2cc(NC(=O)CSc3nnc(-c4cccc(F)c4)o3)ccc21	?	-3%	1%	1.5%	-7%	VEEV TC-83 Vero 10K pilot screen=1.5
CCOc1ccccc1/C=N/NC(=O)c1nnn(-c2nonc2N)c1CN1CCCC1	-5%	-8%	-11%	1.4%	-1%
COc1ccc(C(CNC(=O)Nc2cccc(C)c2)N2CCN(C)CC2)cc1 (stereo not given)	0%	-7%	0%	0.5%	-7%
COC(=O)c1ccc2nc(NC(=O)CN3C(=O)CCC3=O)sc2c1	1%	-5%	-3%	0.5%	-8%
Cc1c(C(=O)CN2CCSCC2)c2ccccc2n1C	2%	-6%	14%	0.8%	5%
COc1ccc(OC)c(S(=O)(=O)N/N=C(/C)c2c[nH]c3ccccc23)c1	4%	0%	-11%	1.4%	-6%
COc1ccc(NS(=O)(=O)c2ccc(C)c(C(=O)N3CCCCCCC3)c2)cc1	-4%	3%	40%	1.1%	-15%
CCOc1ccc(C(=O)NC(C)(C)CC)cc1	26%	13%	15%	i	-1%
CC(=O)Nc1ccc(S(=O)(=O)N2CCN(C(=O)c3ncoc3-c3cccc(F)c3)CC2)cc1	6%	-13%	-9%	0.5%	10%
CN(C)C(=O)CN1CCN(c2nc3nonc3nc2N2CCCCC2)CC1	-10%	5%	-1%	6.5%	11%
Cc1cccc(CNc2ccc(C(CC(N)=O)NC(=O)c3cccc(Br)c3)cc2[N+](=O)[O-])c1 (stereo not given)	57%	-31%	-8%	i	15%
Cc1cc(/C=N\NC(=O)CC(=O)NC2CCCCC2)c(C)n1-c1ccc(Cl)c(Cl)c1	4%	-10%	36%	1.9%	-4%	VEEV TC-83 Vero 10K pilot screen=4.5
CC1CN(C(=O)c2cc3c(=O)n4ccccc4nc3s2)CC(C)O1 (stereo not given)	-15%	-4%	-14%	0.5%	-18%
O=C(NC1CCCC1)C(c1ccncc1)N(Cc1ccccc1F)C(=O)c1csnn1 (stereo not given)	8%	-12%	4%	i	0%
Cc1oc(C(C)(C)C)cc1C(=O)NCC(=O)NCC(=O)O	-2%	-10%	-10%	0.2%	3%
O=C(c1nnc(-c2ccc(Cl)cc2)o1)C1CCCC1	8%	-2%	i	1.3%	-1%
Cn1nc(C(=O)Nc2ccc(S(=O)(=O)Nc3ncccn3)cc2)ccc1=O	2%	-10%	29%	i	-6%
C[C@H](NC(=O)[C@@H]1Cc2ccccc2CN1C(=O)OC(C)(C)C)C(=O)NCC1CCCO1 (stereo not given in full)	0%	-8%	/	2.6%	-4%
Cc1ccc(/C=N/NC(=O)c2cc3c(s2)CCCC3)o1	1%	/	0%	2.0%	6%
CC1CCCCC12NC(=O)N(CC(=O)OCC(=O)NCc1ccc(F)cc1)C2=O (stereo not given)	1%	/	13%	2.9%	-1%
Cc1cccc(-n2ccnc2SCC(=O)Nc2nccs2)c1	5%	3%	/	2.1%	-9%
CCOC(=O)C1=C(O)/C(=C/c2ccc(OCC(=O)O)c(OCC)c2)SC1=Nc1ccc(C)cc1	66%	7%	51%	8.3%	3%

Among those listed so far, these have an NH in an aromatic ring.
SMILES	M. tuberculosis HTS	PhoP GFP inhibition	tuberculosis growth	VEEV TC-83 Vero	H1N1 NS1A inhibition	others
Cc1cc(CN(C)C(=O)CC2C(=O)NCCN2Cc2c(F)cccc2Cl)n[nH]1 (stereo not given)	-3%	5%	-12%	1.1%	-2%
Cc1cc(=S)[nH]c2ccccc12	-8%	-4%	41%	7.2%	-3%
O=C(COC(=O)c1cccc(Cl)c1)Nc1ccc2[nH]c(=O)[nH]c2c1	-2%	-13%	-5%	2.2%	-3%
O=C(NN=C1CCCC1)c1n[nH]c2c1CCC2	0%	4%	-5%	i	-9%
CCOC(=O)N1CCN(C(=O)c2cc3cc(C)ccc3[nH]2)CC1	2%	-4%	-1%	i	-8%
CCOC(=O)NC(=O)COC(=O)c1ccc(Sc2ncn[nH]2)c([N+](=O)[O-])c1	7%	-14%	11%	0.4%	2%
COc1ccc(OC)c(S(=O)(=O)N/N=C(/C)c2c[nH]c3ccccc23)c1	4%	0%	-11%	1.4%	-6%
